# PAX8 inh HTS: inhibitors of PAX8 transcriptional activity in RMG-I cells | RMG-I TPO-luciferase reporter, SteadyGlo, 24 h | inhibition, % at 12.6 µM | 360,000 compounds, 1.2% hits;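 active = mean replicate inhibition at least 60% with every replicate also reaching 60%; inconclusive = only one of the two criteria is met; inactive = mean below 60% and not all replicates reaching 60%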;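 note: luciferase light reporting Pax8 driven TPO promoter activity; plate controls were median of neutral control wells for no effect and mitoxantrone controls for full effect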
# LGR2 antag: inhibitors of bursicon-induced Drosophila LGR2 receptor cAMP signaling. HEK293 LGR2, CRE-luciferase, bursicon-stimulated, 4 h. inhibition, % at 9.99 µM. 380,000 compounds, 0.35% hits. AID 720647;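 active = drop in luminescence signal, shown as inhibition above about 50% in the replicate tests, limit read from the data, passing the limit was not always enough; inconclusive = probably only some replicates passing the limit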;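 note: agonist challenge used bursicon conditioned medium at about half maximal strength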
# Cneo AK release: Cryptococcus neoformans lysis via adenylate kinase release; 360,000 compounds, 0.2% hits; C. neoformans lysis, adenylate kinase release luminescence, 4 h; normalised: neutral wells 0, clomiphene wells 100; lysis activity, % at 15 µM;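 active = mean lysis activity across replicates of at least 80%, whatever share of replicates individually reach that level; inactive = mean lysis activity below 80%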
#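 Material – log-phase Cryptococcus neoformans yeast cells · Input – 5 × 10^6 yeast cells/mL · Medium – fresh YPD growth medium · Doses – single compound concentration per well · Timing – static 4 h at 37 °C with compound, 1 h detection · Detection – adenylate kinase release luminescence · Read-out – signal increase indicating cell lysis · Control set – Clomiphene as positive lysis control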
# miR-122 sensor: miR-122 inhibition in Huh7 cells; Huh7 miR-122 Renilla luciferase sensor, 48 h; neutral wells = 0, positive control = 100; AID 602342; 340,000 compounds, 0.3% hits; activation (reporter increase), % at 12.5 µM;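 active = mean replicate activation score at least 90 and every replicate individually at or above 90; inconclusive = only one of the two criteria met; inactive = neither criterion met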;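 note: higher luciferase means less miR-122 activity so hits act as miR-122 inhibitors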
# CASP6 VEID inh: blocks human caspase-6 cleavage activity; P55212; purified caspase-6, Z-VEID-R110 cleavage fluorescence; inhibition, % at 12.5 µM; 350,000 compounds, 0.53% hits;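 active = mean inhibition across replicates at least about 35%, with every replicate also reaching that limit, limit read from the data; inconclusive = only one of the two criteria met; inactive = neither criterion met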;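 note: 0% = median of neutral control wells and 100% = no fluorescence left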
# Target sequence (P55212 24-179 limits assumed): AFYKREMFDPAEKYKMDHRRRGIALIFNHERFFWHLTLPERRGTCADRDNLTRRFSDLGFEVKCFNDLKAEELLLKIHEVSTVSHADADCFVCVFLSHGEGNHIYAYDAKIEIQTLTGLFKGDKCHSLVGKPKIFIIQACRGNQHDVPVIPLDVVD
# Target sequence (P55212 194-293 limits assumed): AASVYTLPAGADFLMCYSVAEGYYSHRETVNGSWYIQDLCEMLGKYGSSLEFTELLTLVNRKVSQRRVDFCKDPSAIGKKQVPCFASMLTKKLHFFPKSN
# FN deposition inh: fibronectin deposition inhibition. 350,000 compounds, 0.086% hits. AH1F fibroblasts, Alexa488-fibronectin deposition fluorescence, overnight. inhibition, % at 12.6 µM;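 active = mean inhibition across replicates of 30% or more, regardless of how many single replicates reach that level; inconclusive = mean under 30% yet at least half of replicates reach 30%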;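 note: positive control wells lacked labelled fibronectin entirely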
#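 Test system: AH1F fibroblast monolayer depositing Alexa488-labelled fibronectin into matrix. Input: 10000 cells per well. Technique: fluorescence, ex 485 nm, em 525 nm. Buffer or medium: DMEM plus 2% serum, read in PBS. Timing: 1 h cell adhesion before compound, then overnight fibronectin incubation. Compound: single dose, pinned. Read-out basis: inhibition from reduced deposited-fibronectin fluorescence.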
# EWS-Fli block: EWS/Fli transcriptional activity inhibition. inhibition, % at 12.6 µM. A673 NR0B1-luciferase reporter, viability-normalised. 350,000 compounds, 0.67% hits;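 active = mean inhibition of at least 50% after viability correction, with every replicate also passing that limit; inconclusive = mean reaches 50% but only one of two replicates passes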;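 note: firefly luciferase signal divided by Alamar Blue viability fluorescence both relative to DMSO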
# PGC1a acetyl inh: lowers PGC1a acetylation signal in U2OS cells. AlphaScreen anti-acetyl-lysine; with virally co-expressed GCN5 acetyltransferase. inhibition, % at 15.6 µM. 350,000 compounds, 0.17% hits. AID 651687;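 active = every replicate shows inhibition of at least 40%; inconclusive = mean inhibition at least 40% but some replicate below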;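 note: 0% = neutral control wells and 100% = positive control wells; some results beyond the cut were filed as inactive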
# The depositor's hits bear a star; ? = inconclusive; · = no result given; & = joins results of further samples; [ ] = another dose, or the depositor's remark.
SMILES,PAX8 inh HTS,LGR2 antag,Cneo AK release,miR-122 sensor,CASP6 VEID inh,FN deposition inh,EWS-Fli block,PGC1a acetyl inh
COc1ccc(CC(=O)OCc2nnc(-c3ccccc3)o2)cc1,-23,1,·,·,1,-5,-7,-8
COc1ccc(NC(=O)c2ccc3nc[nH]c3c2)cc1,-25,-20,-3,·,5,13,-53,·
COc1ccc(S(=O)(=O)N2CCC(C(=O)NC(c3nc4ccccc4[nH]3)C(C)C)CC2)cc1 (configuration not stated),-10,-39,2,-4,2,-15,9,1
C[C@H](CO)N1C[C@H](C)[C@@H](CN(C)Cc2ccc(Cl)c(Cl)c2)Oc2ccc(NC(=O)Cc3ccccc3)cc2C1=O,·,-3,2,-5[16.7 µM],-1,·,2,1
COc1ccc(NC(=O)c2ccc(CNc3c(NC4CCCCC4)c(=O)c3=O)cc2)c(OC)c1,1&12,-3&1,-3&2,4&-13,-3&-1,4&3,4&6,-12&-15
COc1ccc(Oc2cnc3ccccc3n2)cc1,-228,-35,·,·,-2,-3,-64,·
COc1ccc(C(=O)NC2CCc3ccccc32)cc1OC1CCN(C(C)=O)CC1 (configuration not stated),·,14,-2,2,-4,4,5,3
CCOc1cc(/C=N/NC(=O)c2nnn(-c3nonc3N)c2C)ccc1OCc1ccc(C)cc1,-5,-11,0,-1,-1,-5,3,-5
C[C@@H]1CN([C@@H](C)CO)C(=O)CCCn2nncc2CO[C@@H]1CN(C)C(=O)NC1CCCCC1,-2&-7,1&8,1&-4,-4,4&-2,-3&0,-2&8&-4,?
COc1cccc(C2CC(c3cccs3)=NN2C(=O)CSc2nc3ccccc3s2)c1OC (configuration not stated),30,-2,·,·,-1,1,-20,·
CCOC(=O)N1CCN(C(=O)c2ccc(Cn3c(=S)[nH]c4cc(OCC)c(OCC)cc4c3=O)cc2)CC1,10,?,0,1,2,18,25,6
CCCC1O[C@@H]2C[C@H]3[C@@H]4CCC5=CC(=O)C=C[C@]5(C)[C@H]4[C@@H](O)C[C@]3(C)[C@]2(C(=O)CO)O1 (some centres not stated),15,-3,1,-7,2,-4,8,-23
COc1ccccc1NC(=O)C1=C(C)Nc2nnnn2C1c1ccncc1 (configuration not stated),7,·,1,-2,·,-18,·,4
COc1ccc(-n2cccc2/C=C2\C(=N)N3N=C(C(C)C)SC3=NC2=O)cc1,1,-10,·,·,5,-3,9,·
COc1ccc(N2C(=O)C3C(C2=O)C3(c2ccccc2)c2ccccc2)cc1 (configuration not stated),13,26,·,·,-2,-3,4,·
CC(c1nc2ccccc2[nH]1)N(C(=O)C1=NNC(=O)CC1)c1ccccc1 (configuration not stated),-1,-7,2,4,2,3,10,-2
O=C(C[C@H]1C[C@H]2c3cc(NC(=O)C4CCOCC4)ccc3O[C@H]2[C@H](CO)O1)NCC1CC1,-5,-19,-2,2[16.7 µM],0,-1,1,0
CCC(C)(NC(=O)c1ccccn1)C(=O)NC1CCCC1 (configuration not stated),15,11,·,·,2,·,4,-3
Clc1cccc(-c2nnc(SCc3nc4ccccc4[nH]3)n2Cc2ccco2)c1,9,·,1,81,·,-1,·,8
COc1ccccc1CNS(=O)(=O)c1cc2c3c(c1)C(C)C(=O)N3CCC2 (configuration not stated),8,6,1,0,0,-13,0,-7
O=C1OCC(CO)(CO)N=C1NNc1ccccc1[N+](=O)[O-],-4,3,1,18,2,12,6,5
CCc1nnc2c(N(C)S(=O)(=O)c3ccc(C)cc3)nc3ccccc3n12,-9,12,·,·,1,-5,·,·
O=C(c1cccnc1)N1C[C@H]2[C@@H](c3ccccc31)[C@@H](CO)N2CC1CCCC1,4,14,-5,0[16.7 µM],1,0,-1,-9
CC1(C)C2CC=C(/C=N/NC(=O)c3ccc(Cl)cc3)C1C2 (configuration not stated),-13,-4,·,·,8,-4,-2,·
O=C(NCCOc1ccccc1)C1CCC(=O)N(C2CCCCCC2)C1 (configuration not stated),-6,0,0,-4,-3,5,-13,2

# Some of these compounds in order of SMILES length, smallest number first:
SMILES,PAX8 inh HTS,LGR2 antag,Cneo AK release,miR-122 sensor,CASP6 VEID inh,FN deposition inh,EWS-Fli block,PGC1a acetyl inh
COc1ccc(CC(=O)OCc2nnc(-c3ccccc3)o2)cc1,-23,1,·,·,1,-5,-7,-8
COc1ccccc1NC(=O)C1=C(C)Nc2nnnn2C1c1ccncc1 (configuration not stated),7,·,1,-2,·,-18,·,4
CC(c1nc2ccccc2[nH]1)N(C(=O)C1=NNC(=O)CC1)c1ccccc1 (configuration not stated),-1,-7,2,4,2,3,10,-2
CCOC(=O)N1CCN(C(=O)c2ccc(Cn3c(=S)[nH]c4cc(OCC)c(OCC)cc4c3=O)cc2)CC1,10,?,0,1,2,18,25,6
CCCC1O[C@@H]2C[C@H]3[C@@H]4CCC5=CC(=O)C=C[C@]5(C)[C@H]4[C@@H](O)C[C@]3(C)[C@]2(C(=O)CO)O1 (some centres not stated),15,-3,1,-7,2,-4,8,-23

# Continued.
SMILES,PAX8 inh HTS,LGR2 antag,Cneo AK release,miR-122 sensor,CASP6 VEID inh,FN deposition inh,EWS-Fli block,PGC1a acetyl inh
CC(C)NC(=O)Nc1ccc2c(c1)C(=O)N([C@H](C)CO)C[C@H](C)[C@H](CN(C)Cc1ccc(C(F)(F)F)cc1)O2,-16,29,-3,-2[16.7 µM],0,·,-4,-1
CC1CCN(CC(C)OC(=O)c2ccco2)CC1 (configuration not stated),9,16,1,-4,-2,-12,-9,9
C[C@@H]1CN([C@@H](C)CO)C(=O)Cc2cc(NC(=O)c3ccncc3)ccc2O[C@H]1CN(C)S(C)(=O)=O,-42,12,-3,8[16.7 µM],0,·,5,2
CCCCCCn1c(=O)n2n(c1=O)[C@@H]1CN(S(=O)(=O)c3ccc(C)cc3)C[C@]1(O)[C@@H](OC(=O)NCc1ccc(OC)c(OC)c1)C2,10,1,1,-3,1,-2,0,13
O=C(COC(=O)c1cc(S(=O)(=O)NCc2ccccc2)ccc1O)NCc1ccccc1,7,·,0,2,·,-6,·,3
O=C(CNCc1ccc(F)cc1)Nc1ccc(S(=O)(=O)N2CCOCC2)cc1,-8,20,-1,3,0,7,4,4
OCCCc1nc2n(n1)C(c1ccccc1)C=C(c1ccc(F)cc1)N2 (configuration not stated),·,-3,5,-9,·,1,·,-4
Cc1ccccc1CNS(=O)(=O)c1c(C)[nH]c(C)c1C(=O)N1CCCCC1,12,-9,4,36,1,15,4,8
CC1CCCN(C(=O)CCNC(=O)c2ccccc2Cl)C1 (configuration not stated),8,0,1,·,-89,-1,-3,·
CCCC#Cc1cnc2c(c1)C(=O)N([C@@H](C)CO)C[C@@H](C)[C@@H](CN(C)Cc1ccccc1F)O2,-3,0,8,46[16.7 µM],0,·,-2,6
COc1ccc(CCNC(=O)c2ccc(OCc3c(C)noc3C)cc2)cc1OC,-3,5,0,2,0,12,12,-17
C=CCn1c(SCc2cccc(OC)c2)nnc1-c1ccncc1,9,-15,6,-3,10,1,5,23
O=S(=O)(c1ccccc1)N1CC2(C1)[C@@H](c1ccccc1)[C@@H](CO)N2CC1CCOCC1,·,0,·,·,-2,2,1,-12
CC(O)[C@H]1CNC(=O)C(=O)N1CCc1cc(C(F)(F)F)cc(C(F)(F)F)c1 (some centres not stated),-27,-1,16,-4,1,0,-4,·
COc1ccc2oc(C(=O)OCC(=O)c3ccc4c(c3)OCCO4)c(C)c2c1,-35,·,-3,-2,·,6,·,3
C[C@@H](O)C#Cc1ccc([C@@H]2[C@@H](CO)N3CCCCN(C(=O)c4cccc(F)c4)C[C@H]23)cc1,-30,7,-3,2[16.7 µM],-2,·,-7,4
Cc1ccc(Cn2c(C(CO)Nc3nc(-c4ccc(Cl)c([N+](=O)[O-])c4)cs3)nc3ccccc32)cc1 (configuration not stated),8,-1,-1,2,-1,1,9,-1
O=C(c1ccc2c(c1)OCO2)N1C[C@@H]2[C@H](c3ccccc31)[C@H](CO)N2C(=O)CC1CC1,-47,3,2,21[16.7 µM],-1,-10,-1,10
Cc1nn2c([nH]c(=O)c3ccccc32)c1C=O,·,2,·,-9,0,·,2,-1
CC1CCCCN1C(=O)CSc1nc(C2CC2)nc2ccccc12 (configuration not stated),28,-2,1,8,1,5,9,7
CC(=O)NC(Cc1cccc(F)c1)C(=O)NC1CCN(C(=O)c2ccc(C)cc2)CC1 (configuration not stated),3,32,-1,-1,1,·,1,10
O=C1C(SCCO)=C(SCCO)C(=O)c2ccccc21,114*,19,-1,-16,6,43*,64*,4
O=C(C1CC1)N1CCCCN2[C@H](CO)[C@H](c3ccc(C#CC4CC4)cc3)[C@@H]2C1,6,·,-1,32[16.7 µM],0,·,-13,-3
COc1cc(/C=C/C(=O)O)cc(S(=O)(=O)Nc2ccccc2Cl)c1OC,4,-9,·,·,4,3,-3,·
O=C(NCCC1CCCCN1S(=O)(=O)c1ccc(F)cc1)C(=O)NCC1CCCO1 (configuration not stated),8,13,·,·,0,-6,-4,·

# 6 compounds drawn at random from those above, as already listed:
SMILES,PAX8 inh HTS,LGR2 antag,Cneo AK release,miR-122 sensor,CASP6 VEID inh,FN deposition inh,EWS-Fli block,PGC1a acetyl inh
Cc1ccc(Cn2c(C(CO)Nc3nc(-c4ccc(Cl)c([N+](=O)[O-])c4)cs3)nc3ccccc32)cc1 (configuration not stated),8,-1,-1,2,-1,1,9,-1
C=CCn1c(SCc2cccc(OC)c2)nnc1-c1ccncc1,9,-15,6,-3,10,1,5,23
OCCCc1nc2n(n1)C(c1ccccc1)C=C(c1ccc(F)cc1)N2 (configuration not stated),·,-3,5,-9,·,1,·,-4
O=C1C(SCCO)=C(SCCO)C(=O)c2ccccc21,114*,19,-1,-16,6,43*,64*,4
CC1CCN(CC(C)OC(=O)c2ccco2)CC1 (configuration not stated),9,16,1,-4,-2,-12,-9,9
O=C(CNCc1ccc(F)cc1)Nc1ccc(S(=O)(=O)N2CCOCC2)cc1,-8,20,-1,3,0,7,4,4

# (listing goes on)
SMILES,PAX8 inh HTS,LGR2 antag,Cneo AK release,miR-122 sensor,CASP6 VEID inh,FN deposition inh,EWS-Fli block,PGC1a acetyl inh
CCOC(=O)N1CCC(NC(=O)C(NS(=O)(=O)c2cccc3nsnc23)c2ccccc2)CC1 (configuration not stated),-2,-37,·,·,2,-8,-8,·
O=C(c1cccc(S(=O)(=O)NCc2ccccc2)c1)N1CCCC1,-2,17,·,·,2,2,13,4
CC(C)NC(=O)COC(=O)c1ccccc1C(=O)c1ccccc1,2,·,·,15,-4,-10,-6,·
O=C(Nc1ccccc1C(=O)Nc1ccc2c(c1)OCO2)c1ccco1,-37,·,1,-6,·,4,·,-4
O=C(COc1ccccc1[N+](=O)[O-])N/N=C/c1ccc[nH]1,-17,2,-1,4,2,-5,-10,-15
COc1cc(CNc2ccc(O)cc2)cc(Br)c1OCc1ccccc1,-1,-36,·,·,13,-2,4,·
Cc1cccc(N2CCN(C(=O)c3cc4cc(F)ccc4[nH]3)CC2)c1C,·,-5,0,6,-5,·,·,-4
